Compound activity from PubChem BioAssay.
POLH inh = qHTS for Inhibitors of Polymerase Eta | DNA polymerase eta (Homo sapiens), Q9Y253 | AID 588591, 2011 | 390,000 tested, 1.2% active | recombinant Pol eta, fluorescent DNA replication assay | Potency, µM (doses to about 114 µM), without a hit: at the top dose activity change, negative = inhibition, actives largely listed as inhibitors; further: potency means the concentration at half of the fitted maximal effect; on the % scale 0 is the no-effect control and ±100 the full control effect
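Fluorescent replication assay: 50 nM final substrate added after a 15 min room-temperature compound preincubation with 10 nM enzyme. Signal taken at 0 min and again at 10 min.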
BLM inh = qHTS Assay for Inhibitors of Bloom's syndrome helicase (BLM); 350,000 tested, 0.2% active; Potency, µM (doses to about 56.1 µM), without a hit: top-dose activity change, negative = inhibition, actives largely listed as inhibitors; AID 2528, 2010; recombinant BLM DNA unwinding, fluorescence dequenching; RecQ-like DNA helicase BLM (Homo sapiens), P54132;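 further: potency means the concentration at half of the fitted maximal effect; plate controls were vehicle for no effect and no enzyme for full effect; nearly all actives have a fitted effect of over 35% in size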
Anesthetic bind = qHTS Assay for Identification of Novel General Anesthetics; Potency, µM (titrated, usually from 77.5 µM), inactives show top-dose activity change, negative = displacement, most hits filed as inhibitors; AID 485281, 2010; apoferritin/1-aminoanthracene competitive binding, fluorescence; 350,000 tested, 0.074% active; Ferritin light chain (Equus caballus), P02791; further: potency means the concentration at half of the fitted maximal effect; on the % scale 0 is the no-effect control and ±100 the full control effect; nearly all actives have a fitted effect of over 20% in size
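10 uM apoferritin + 50% sat. 1-AMA, PBS; cpd 10 min RT; Ex380/Em535 endpoint; normalized to free probe vs complex; 4-param Hill fit; propofol titration as pos. ctrl.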
POLI inh = qHTS for Inhibitors of Polymerase Iota; DNA polymerase iota (Homo sapiens), Q9UNA4; Pol iota fluorescent replication assay, 10 min; Potency, µM (series often up to 115 µM), for the others: at the highest dose activity, negative = inhibition, hits mostly inhibitors; 390,000 tested, 1% active; AID 588590, 2011; further: potency means the concentration at half of the fitted maximal effect
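Pol iota at 10 nM preincubated 15 min with compounds at room temperature; reaction started with fluorescent substrate, 50 nM final. Fluorescence read kinetically at 0 and 10 min; buffer-only wells as negative control.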
APEX1 inh = qHTS Assay for Inhibitors of the Human Apurinic/apyrimidinic Endonuclease 1 (APE1); recombinant APE1, TAMRA/BHQ-2 abasic DNA cleavage fluorescence; Potency, µM (titrated, usually from 65.8 µM), for inactives: at the highest dose activity change, negative = inhibition, hits mostly inhibitors; 350,000 tested, 0.35% active; DNA repair nuclease/redox regulator APEX1 (Homo sapiens), P27695; AID 2517, 2012;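 further: potency means the concentration at half of the fitted maximal effect; plate controls were vehicle for no effect and reference inhibitor for full effect; nearly all actives have a fitted effect of over 55% in size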
Target sequence (P27695 whole entry, looked up): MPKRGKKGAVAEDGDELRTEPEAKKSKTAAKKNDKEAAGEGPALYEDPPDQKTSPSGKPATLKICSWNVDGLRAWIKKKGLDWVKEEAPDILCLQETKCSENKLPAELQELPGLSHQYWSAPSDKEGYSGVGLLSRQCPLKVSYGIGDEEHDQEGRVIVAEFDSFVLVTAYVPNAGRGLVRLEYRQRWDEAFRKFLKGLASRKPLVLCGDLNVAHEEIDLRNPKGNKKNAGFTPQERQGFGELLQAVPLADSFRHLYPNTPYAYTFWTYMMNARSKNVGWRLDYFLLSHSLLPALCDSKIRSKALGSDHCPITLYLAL
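Enzyme (0.75 nM final) and test compound are incubated 15 min at room temperature before adding 50 nM quenched THF abasic-site duplex. Cleavage dequenches TAMRA, followed at 525/598 nm over three reads one minute apart.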
POLK inh = qHTS for Inhibitors of Polymerase Kappa | purified Pol kappa, fluorescent DNA synthesis assay, 10 min | Potency, µM (highest dose often 107 µM), without a hit: top-dose activity, negative = inhibition, most hits filed as inhibitors | DNA polymerase kappa (Homo sapiens), Q9UBT6 | AID 588579, 2011 | 400,000 tested, 0.53% active; further: potency means the concentration at half of the fitted maximal effect; on the % scale 0 is the no-effect control and ±100 the full control effect
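Inhibition of 10 nM Pol kappa is measured by a fluorescent read-out at 0 and 10 min following addition of 50 nM substrate (final), with a 15-min room-temperature compound preincubation.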
Pol beta inh = qHTS Assay for Inhibitors of DNA Polymerase Beta; P06746; Pol beta primer extension/strand displacement, fluorescence kinetic; Potency, µM (doses to about 114 µM), without a hit: at the top dose activity change, negative = inhibition, hits mostly inhibitors; 340,000 tested, 1.3% active; further: potency means the concentration at half of the fitted maximal effect; on the % scale 0 is the no-effect control and ±100 the full control effect
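Curves were derived by four-parameter Hill fits of normalized qHTS data. The kinetic fluorescent primer-extension read was taken at 0 and 10 min after 50 nM substrate, following a 15 min room-temperature preincubation of 10 nM enzyme with compounds.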
RXFP1 antag = qHTS Assay for Antagonists of the Relaxin Receptor RXFP1; activity change, negative = inhibition, % at 57.5 µM; AID 1259400, 2018; 350,000 tested, 0.59% active; HEK293-RXFP1, relaxin-stimulated cAMP HTRF, 30 min; stronger effect = lower value;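 active means activity change of -60% or lower, but not beyond a set lower limit; inconclusive means change between -60% and -40%, or beyond the set limit; inactive means change above -40%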; further: on the % scale 0 is the no-effect control and ±100 the full control effect
Target sequence (Q9HBX9 whole entry, looked up): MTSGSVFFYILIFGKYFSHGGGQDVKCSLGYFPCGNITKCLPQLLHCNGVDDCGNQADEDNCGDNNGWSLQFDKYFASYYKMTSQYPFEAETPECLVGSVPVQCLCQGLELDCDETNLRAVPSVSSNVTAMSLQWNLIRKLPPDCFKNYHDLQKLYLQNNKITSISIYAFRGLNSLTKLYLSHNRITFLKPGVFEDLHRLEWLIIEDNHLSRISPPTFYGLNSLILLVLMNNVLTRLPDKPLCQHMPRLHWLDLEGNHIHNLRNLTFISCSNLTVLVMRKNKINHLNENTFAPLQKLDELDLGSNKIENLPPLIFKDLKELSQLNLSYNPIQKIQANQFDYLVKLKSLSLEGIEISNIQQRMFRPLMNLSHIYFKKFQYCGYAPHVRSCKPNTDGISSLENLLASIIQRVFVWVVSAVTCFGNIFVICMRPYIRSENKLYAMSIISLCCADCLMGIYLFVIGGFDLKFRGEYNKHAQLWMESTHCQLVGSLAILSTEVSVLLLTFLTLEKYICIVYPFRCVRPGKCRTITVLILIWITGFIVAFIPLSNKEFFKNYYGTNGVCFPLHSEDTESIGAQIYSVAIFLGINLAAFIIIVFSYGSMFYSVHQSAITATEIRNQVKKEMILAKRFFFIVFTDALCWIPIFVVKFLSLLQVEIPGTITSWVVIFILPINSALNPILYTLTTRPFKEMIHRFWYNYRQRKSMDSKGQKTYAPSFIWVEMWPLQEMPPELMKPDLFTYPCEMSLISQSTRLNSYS
PGK inhibitor = qHTS Assay to Find Inhibitors of Phosphoglycerate Kinase; PGK/GAPDH coupled, Kinase-Glo luminescence, 60 min; 380,000 tested, 0.043% active; Potency, µM (top dose mostly 57.5 µM), without a hit: at the highest dose activity change, negative = inhibition, hits mostly inhibitors; further: potency means the concentration at half of the fitted maximal effect; on the % scale 0 is the no-effect control and ±100 the full control effect; nearly all actives have a fitted effect of over 60% in size
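Luminescent ATP detection (Kinase-Glo Plus) follows a 60-minute room-temperature incubation, with wells lacking PGK as controls. Buffer: 100 mM TEA (pH 7.6), 5 mM MgCl2, 0.01% Tween-20. Coupling enzyme GAPDH (100 nM final) supplies unstable 1,3-BPG in-well.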
* hit, by the source's call; i = inactive; ? = inconclusive; · = not tested or not shown; [ ] = another dose, or the depositor's remark. Unless noted, the call rests on the fitted dose curve; in most records, active means well fitted curve in the direction sought with a large enough effect; inconclusive means small, poorly fitted or top-dose-only effect, or another doubt; inactive means no such curve, though single readings can be large; an effect the other way counts as inactive or inconclusive. An excerpt; rates above refer to the full screens.

Compound	Anesthetic bind	BLM inh	Pol beta inh	POLI inh	PGK inhibitor	APEX1 inh	POLK inh	POLH inh	RXFP1 antag
CCCC(=O)N1CCc2cc(OC)c(OC)cc2C1COc1ccc2c(C)cc(=O)oc2c1 (stereo not drawn)	-14%	-2%	1%	18%	-7%	·	-3%	-21%	-16
COc1ccc(-c2n[nH]c(=S)n2CC(C)C)cc1	-13%	1%	3%	34%[activator]	-8%	8%	-22%	1%	-16
O=C(CSc1ccc(F)cc1)NC1CCCCC1	-7%	-3%	40%	-20%	-6%	3%	6%	-17%	-3
CCOc1ccc(S(=O)(=O)N2CCCC(C(=O)N3CCOCC3)C2)cc1 (stereo not drawn)	0%	-5%	11%	49%[activator]	6%	53%[activator]	-2%	-22%	-4
Cc1cccc(C)c1NC(=S)N(CCN(C)C)Cc1cccs1	-5%	-5%	43%	41%[activator]	-3%	1%	-10%	-4%	-17
O=[N+]([O-])c1ccc(N2CCN(S(=O)(=O)c3ccc(Cl)c(Cl)c3)CC2)cc1NCCN1CCOCC1	-6%	-5%	2%	-25%	-4%	-1%	-16%	-7%	1
OC(c1ccccc1)c1ccncc1 (stereo not drawn)	·	·	·	22%	-4%	60%[activator]	8%	-13%	·
O=[N+]([O-])c1ccc(N=NN(CCO)CCO)cc1	2%	2%	?	-5%	·	-1%	-11%	1%	1
CC(=O)NC(Cc1ccc(F)cc1)C(=O)NC1CCN(c2ncccc2[N+](=O)[O-])CC1 (stereo not drawn)	-5%	-1%	4%	46%[activator]	-6%	2%	-5%	-12%	-1
c1csc(CNc2nc3ccccc3n2CCN2CCOCC2)c1	-2%	1%	-12%	11%	-7%	11%	-10%	9%	-15
COc1ccc(CNC(=O)CCc2cc(OC)c(OC)c(OC)c2)cc1	-3%	1%	24%	26%	i	4%	-6%	-14%	1
Cc1nc2c(cnn2-c2ccc(Cl)cc2)c(=O)n1-c1ccc(N2CCC(C)CC2)cc1	-1%	2%	29%	·	·	-1%	·	·	·

3 structures out of the list, ordered by SMILES length, ascending.
Compound	Anesthetic bind	BLM inh	Pol beta inh	POLI inh	PGK inhibitor	APEX1 inh	POLK inh	POLH inh	RXFP1 antag
COc1ccc(-c2n[nH]c(=S)n2CC(C)C)cc1	-13%	1%	3%	34%[activator]	-8%	8%	-22%	1%	-16
CCOc1ccc(S(=O)(=O)N2CCCC(C(=O)N3CCOCC3)C2)cc1 (stereo not drawn)	0%	-5%	11%	49%[activator]	6%	53%[activator]	-2%	-22%	-4
CCCC(=O)N1CCc2cc(OC)c(OC)cc2C1COc1ccc2c(C)cc(=O)oc2c1 (stereo not drawn)	-14%	-2%	1%	18%	-7%	·	-3%	-21%	-16

Additional structures:
Compound	Anesthetic bind	BLM inh	Pol beta inh	POLI inh	PGK inhibitor	APEX1 inh	POLK inh	POLH inh	RXFP1 antag
O=C(CN(C(=O)CNS(=O)(=O)c1ccccc1)C1CCCC1)NCC1CCCO1 (stereo not drawn)	-3%	-2%	20%	18%	0%	0%	-7%	-14%	-3
COCc1ccc(C(=O)N2CCCC(CNC(=O)c3ccc(F)cc3)C2)o1 (stereo not drawn)	-8%	0%	41%	10%	6%	2%	-6%	-2%	-14
COc1cccc2c1CCC(NC(C)=O)C2=O (stereo not drawn)	3%	-9%	?	43%[activator]	-3%	-2%	-3%	-4%	·
CCc1cc(=O)oc2c(C)c(OCC(=O)NCc3ccccn3)ccc12	-4%	-2%	-2%	-12%	2%	15%	-17%	5%	4
CCOc1ccc(C(=O)NCC(=O)OCC(=O)Nc2ccccc2OCC)cc1	-10%	-2%	0%	5%	-2%	-1%	-10%	-12%	-1
N#Cc1c(-c2ccccc2)ccnc1N1CCOCC1	-11%	-2%	2%	34%[activator]	-13%	4%	-7%	-13%	-9
CN(CCOc1ccc(Br)cc1)C(=O)CNC(=O)c1ccc2ccccc2c1	-18%	-8%	0%	17%	i	35%	0%	-16%	-16
O=C(CCn1c(=O)c2ccccc2n(CC(=O)NC2CCCC2)c1=O)NCCc1ccc(Cl)cc1	-12%	-1%	-14%	23%	-7%	-1%	-5%	-10%	-3
O=C(c1ccc(C(=O)N2CCCc3ccccc32)s1)N1CCCc2ccccc21	?	-11%	31%	20%	1%	13%	1%	-20%	4
CN(Cc1ccccc1)C(=O)c1[nH]cnc1C(=O)NCCCCCNC(=O)OC(C)(C)C	·	·	·	1%	-1%	15%	-1%	-9%	·
COc1ccc(CN(C(=O)c2cc(=O)c3cc(C)cc(C)c3o2)C2CCS(=O)(=O)C2)cc1 (stereo not drawn)	4%	1%	0%	-14%	0%	2%	-2%	-8%	0
NC(=O)c1ccccc1NC(=O)/C=C/C(=O)O	22%	1%	-28%	-1%	-2%	-1%	-10%	0%	8
C/C(=N\NC(=O)Cc1ccccc1)c1cccnc1	-10%	-1%	22%	0%	7%	-1%	-4%	1%	-5
O=C1c2[nH]nc(-c3ccccc3O)c2C(c2ccc(F)cc2)N1CC1CCCO1 (stereo not drawn)	-13%	-6%	-29%	4%	0%	-8%	-3%	-18%	-11
C=CCNC(=S)N1CCN(c2cccc(C(F)(F)F)c2)CC1	-3%	-8%	8%	9%	2%	2%	-8%	-25%	1
COc1ccccc1-c1csc(Cc2nnc3n2CCCCC3)n1	-10%	0%	3%	23%	-3%	2%	-12%	-21%	2
O=C(Cc1ccc(S(=O)(=O)N2CCCCC2)s1)Nc1cccc2ccccc12	1%	-1%	7%	21%	i	-7%	-17%	-12%	-9
Cc1ccc(NC(=O)CSc2cn(CC(=O)N3CCCCCC3)c3ccccc23)cc1	2%	5%	9%	16%	-6%	·	-7%[60.1 µM]	-15%	3
COCCNC(=O)C(c1ccc(F)cc1)N(Cc1ccccc1)C(=O)CCC(=O)Nc1ccccn1 (stereo not drawn)	-8%	-2%	7%	101%[activator]	6%	21%	1%	-2%	5
Cc1cccc2c(=O)c(C(=O)NCc3cccs3)c[nH]c12	·	·	·	?	-8%	·	-5%[60.1 µM]	0%	-8
O=C(Nc1c(Cl)cccc1Cl)c1cc(=O)n(Cc2ccccc2)c(=O)[nH]1	-3%	-1%	-3%	28%	-4%	0%	0%	-7%	20
OCCCNCc1cccc2ccccc12	-15%	-2%	1%	0%	-1%	0%	-21%	-5%	-7
O=C1NC(=O)C2(CCCCCC2)N1	·	·	·	30%[activator]	i	·	3%	-14%	5
O=C(O)c1cc(Sc2ccc(Br)cc2)nc2ccccc12	-5%	-3%	-2%	8%	10%	-5%	-9%	-2%	2
COC(=O)c1cc(S(=O)(=O)NC2CCCCC2)cn1C	-1%	-1%	22%	14%	0%	16%	11%	-12%	2
Cc1ccc(C(=O)c2c3ccccc3[n+]([O-])n2[C@@H](C)C(N)=O)cc1	·	·	·	37%[activator]	-8%	0%	2%	-15%	·
C[C@H](CO)N1C[C@H](C)[C@@H](CN(C)C)Oc2c(NC(=O)CCCCCC(=O)Nc3ccccc3N)cccc2C1=O	·	·	·	53%[activator]	-10%	-15%	0%	-2%	·
Cc1ccc(-c2nc3ccc(Cl)cc3c(=O)n2O)cc1	4%	-4%	0%	24%	7%	-2%	1%	-1%	-6
C=CCn1c2ccccc2c2nnc(SCC(N)=O)nc21	3%	-10%	58%	26%	0%	2%	-9%	-12%	2
C(=N\n1cnnc1)/c1ccc2c(c1)OCCO2	5%	-1%	19%	10%	8%	11%	-5%	-10%	3
O=C(Nc1ccc(F)cc1)Nc1nnc(SCC(=O)N2CCCCC2)s1	-1%	13%	-22%	-17%	-2%	·	3%[60.1 µM]	-8%	-10
CN(Cc1ccncc1)C1CC(=O)N(c2ccc(Cl)cc2)C1=O (stereo not drawn)	-13%	-1%	7%	5%	i	0%	-7%	3%	1
CCn1cc(C(=O)NCc2ccc(Cl)cc2)c(=O)c2cc(S(=O)(=O)N3CCc4ccccc4C3)ccc21	-8%	-5%	36%	11%	-5%	·	11%	-13%	·
CS(=O)(=O)c1ccc(Cl)c(NC(=O)c2cccc(N3C(=O)CCC3=O)c2)c1	·	·	·	11%	-4%	25%	-3%	-9%	-6
CC(=O)c1cccc(NC(=O)CCS(=O)(=O)c2cccc3nonc23)c1	2%	0%	26%	9%	2%	2%	-4%	1%	17
OCCOCCNc1ncnc2nc[nH]c12	4%	-2%	-20%	-24%	-11%	-4%	5%	-6%	·
COc1ccc(/C=C2\CCCCC2=O)cc1	·	·	·	41%[activator]	-7%	·	-9%	-10%	-3
Cc1ccc(C(=O)NNC(=O)c2ccccc2)cc1S(=O)(=O)N1CCCCC1	·	·	·	-6%	-5%	11%	0%	-11%	-1
Cc1ccccc1-c1ccc(C(=O)NCc2ccccc2)o1	-3%	-7%	10%	-18%	-3%	-2%	-12%	-15%	·
O=C(O)c1cc(N=Cc2c(O)c3ccccc3oc2=O)ccc1O	-3%	-8%	-19%	39%[activator]	-10%	-23%	-24%	?	-2
CCc1[nH]nc(C(=O)N2CCCC(CO)(Cc3ccc(F)cc3F)C2)c1C (stereo not drawn)	-7%	-3%	16%	5%	-3%	19%	4%	-19%	11
Cc1cccc(NS(=O)(=O)c2ccc3c(c2)OCCO3)c1	?	7%	-20%	-3%	·	1%	-8%	-9%	42
Cc1cccc(-c2nc(CS(=O)CC(=O)NCC3CCCO3)c(C)o2)c1 (stereo not drawn)	-2%	-1%	0%	12%	-2%	1%	8%	-13%	-3
COc1ccccc1N(C)S(=O)(=O)c1ccc(C(=O)Nc2ccc(C)cc2C)cc1	·	·	·	10%	i	19%	-4%	-15%	-2
